HPDE-C7K KRASV12 = viability loss of HPDE-C7K cells – cell-based, fluorescence, HTS, primary screen (AID 431) | HPDE-C7K KRASV12 cells, Alamar Blue viability, 48 h; higher % means a stronger effect | one-dose cytotoxicity, % at 10 µM; EC50 in µM for titrated hits | hit rate 1.7% among 63,000;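 active = compounds whose percent cytotoxicity in the single-dose primary screen, scaled between solvent and toxic-drug controls, exceeds 50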;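 also: 0% = DMSO solvent wells and 100% = doxorubicin-treated wells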
HT1080 viability = HT1080 cell viability loss – fluorescence readout (AID 620) | cytotoxicity, % at 10 µM, or EC50 in µM where a hit was titrated | HT1080 viability, fluorescence; higher % means a stronger effect | hit rate 0.42% among 87,000;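 also: cells exposed to compound overnight then 4 h with Alamar Blue; 0% = vehicle DMSO and 100% = killing control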
Spn DPM-DC inh = S. pneumoniae DPM-DC inhibition. purified DPM-DC, PK/LDH coupled NADH fluorescence. hit rate 0.49% among 65,000. calls only at 10 µM;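 active = the 320 compounds with the highest percent inhibition in the single-dose primary screen, excluding strongly autofluorescent ones, cut at about 32% in these data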;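 also: kinetic rate of NADH fluorescence loss reporting ADP formed by the decarboxylase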
HPDE-C7 viability = HPDE-C7 pancreatic duct cell viability loss – fluorescence, HTS (AID 430); HPDE-C7 pancreatic duct cells viability, fluorescence; higher % means a stronger effect; cytotoxicity, % at 10 µM; hits with a dose series show EC50 in µM; hit rate 1.8% among 63,000;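 also: cells exposed to compound for 48 hours before viability readout; 0% = vehicle and 100% = reference cytotoxic drug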
Bfl-1 displacement = Bfl-1 inhibitors, primary screen, biochemical, fluorescence polarization, FITC-Bid, mouse (AID 432) | FITC-Bid BH3 peptide fluorescence polarization displacement; higher % means a stronger effect | one-dose displacement, % at 20 µM; IC50 in µM for titrated hits | hit rate 0.02% among 64,000; in the data active = a potency from the dose series; inactive = the rest, 99 in 100 with displacement below about 15%; also: strong numbers were not always called active
Spn MK inh = S. pneumoniae mevalonate kinase inhibition; inhibition, % at 10 µM; AID 555; purified MK, PK/LDH-coupled NADH absorbance 340 nm; hit rate 0.48% among 65,000;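 active = ranked among the strongest by inhibition in the single 10 µM screen, a fixed top-ranked set picked for dose follow-up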; also: no value below 0 was filed
Alkaline phosphatase = inhibition of tissue-nonspecific alkaline phosphatase – biochemical, luminescent (AID 518) | purified TNAP enzyme, luminescent substrate readout; higher % means a stronger effect | hit rate 0.09% among 64,000 | inhibition, % at 20 µM; hits with a dose series show IC50 in µM; in the data active = a potency from the dose series; inactive = the rest, 99 in 100 with inhibition below about 22%;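 also: plate controls were vehicle for no effect and reference inhibitor for full effect; many of its hits are not listed in these tables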
PMK inhibit = S. pneumoniae PMK inhibition | inhibition, % at 10 µM | hit rate 0.49% among 65,000 | purified PMK, PK/LDH-coupled NADH absorbance 340 nm | AID 539;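 active = top-ranked compounds by inhibition in the single 10 µM screen, taking a fixed number of the strongest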;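 also: 0% = full reaction with DMSO carrier and 100% = background rate without enzyme reaction; no value below 0 was filed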
LYP inhibition = LYP phosphatase inhibitors, primary screen, biochemical, DiFMUP fluorescence, recombinant catalytic domain, 10 µM (AID 606); recombinant LYP catalytic domain, DiFMUP fluorescence; higher % means a stronger effect; inhibition, % at 10 µM, or IC50 in µM where a hit was titrated; 52,000 tested, under 10 active;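 active = IC50 under 40 µM in the dose-response test; inactive = IC50 of 40 µM or more, or never dose-tested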
PMK inhibit pilot replicates = recorded beside PMK inhibit, whose call it bears; inhibition, %; measured here: pilot screen replicates
Spn MK inh pilot replicates = second read-out of Spn MK inh, no call of its own (marks repeat the call); inhibition, %; measured here: pilot screen replicates
Spn DPM-DC inh pilot screen % = further read-out of Spn DPM-DC inh, marked with its call; inhibition, %; measured here: pilot screen trials
* = called active by the depositor; i = inactive; x = not tested or not shown. Rule as the data show it, unless noted: active = cytotoxicity above about 50%; inactive = the rest. Hits appear at their usual frequency, and some 3.5% of all compounds hit somewhere here.

SMILES | HPDE-C7K KRASV12 | HT1080 viability | Spn DPM-DC inh | HPDE-C7 viability | Bfl-1 displacement | Spn MK inh | Alkaline phosphatase | PMK inhibit | LYP inhibition | others
COc1ccc(N2CCCn3c2nc2c3c(=O)n(CCCc3ccccc3)c(=O)n2C)cc1 | 6% | 2% | i | -3% | -4% | 7 | 14% | 0 | 10%
CCn1c(COc2cccc(C)c2)nnc1SCC(=O)Nc1cccc(C(=O)O)c1 | 0% | -2% | i | 8% | -11% | 10 | 13% | 9 | 8%
COc1ccc(NC(=O)c2oc3ccccc3c2NC(=O)C(C)(C)C)cc1 | 22% | -2% | i | 19% | 7% | 0 | 28% | 5 | 0%
CCn1c(CSc2nnc(C)n2-c2ccccc2)nc2cc(S(=O)(=O)N(C)C)ccc21 | -7% | 8% | i | -6% | -11% | 2 | 9% | 23 | 22%
COc1cc(-c2nnn(CC#N)n2)ccc1OCc1ccccc1 | 0% | -6% | i | -12% | -11% | 8 | 7% | 0 | x
O=S(=O)(NCC1CCCO1)c1ccc(Cl)c(C(F)(F)F)c1 (stereo not drawn) | 5% | 0% | i | 0% | -9% | 3 | 13% | 0 | -5%
O=C(NCC1CCCCC1)c1ccco1 | -8% | -4% | i | -4% | 8% | 3 | 8% | 1 | 13%
Cc1[nH]n(C(N)=S)c(=O)c1C(c1ccccc1)C(C#N)C#N (stereo not drawn) | 8% | 10% | i | 0% | 2% | 7 | 17% | 1 | 12% | PMK inhibit pilot replicates=0.0;Spn MK inh pilot replicates=3.5;Spn DPM-DC inh pilot screen %=1.5
CCS(=O)(=O)NC(C)C(c1cccs1)N1CCN(C)CC1 (stereo not drawn) | 5% | 0% | i | -4% | -4% | 5 | 2% | 11 | 13%
Cc1sc2nc(C3CC3)nc(SCC(=O)NCc3ccco3)c2c1C | -6% | -10% | i | -4% | 3% | 8 | 3% | 20 | -6%
COC(=O)c1ccc(-c2nc3ccc(C)cc3o2)cc1 | 55%* | 48% | x | 48% | -4% | 10 | 9% | 17 | x
O=S(=O)(c1cnc[nH]1)N1CCCCCC1 | 3% | -9% | i | 8% | 0% | 8 | 10% | 7 | x
CCOC(=O)C1CCCN(C(=O)c2cnn3c(C(F)(F)F)cc(-c4ccccc4)nc23)C1 (stereo not drawn) | 0% | -6% | i | -1% | 0% | 6 | 5% | 0 | 13%
COCC(=O)Nc1ccc(-c2cn3cccnc3n2)cc1 | 5% | 15% | x | -12% | 6% | 0 | 2% | 18 | 5%
CCCn1c(SCC(=O)NCc2cccs2)nc2c1c(=O)n(C)c(=O)n2C | -33% | -2% | i | -29% | 3% | 11 | 4% | 6 | 13%
Cc1nnc2sc(-c3ccncc3)nn12 | -11% | 0% | i | -4% | -7% | 7 | 9% | 7 | -14%
CCOC(=O)NC(Nc1sc2c(c1C(=O)OC)CCN(C)C2)(C(F)(F)F)C(F)(F)F | -4% | -4% | i | -6% | 4% | 7 | -3% | 0 | -5%
CCOc1cccc(-c2nnc3sc(COc4ccc(C)cc4)nn23)c1 | -19% | 27% | i | -22% | -1% | 2 | 3% | 11 | x
CCCCn1nnc(NC(=O)c2cc3ccccc3o2)n1 | -24% | -2% | i | -10% | -5% | 8 | 7% | 4 | x | PMK inhibit pilot replicates=0.0;Spn MK inh pilot replicates=2.0;Spn DPM-DC inh pilot screen %=3.5
Cc1ccc(Nc2nc(N)nc(CSc3nnc(-c4ccncc4)o3)n2)cc1 | -8% | 20% | i | -12% | -8% | 0 | 10% | 0 | 2%
COc1ccc2[nH]c(C)c(C(=O)CN3CCN(C(=O)c4ccco4)CC3)c2c1 | 4% | 5% | i | 8% | 2% | 2 | 13% | 11 | 16%
NC(=O)C1CCN(C(=O)c2cc3ccccn3n2)CC1 | 7% | 5% | i | 7% | -2% | 5 | 4% | 0 | -1%
Cc1cccc2cc(C(c3nnnn3CC3CCCO3)N3CCCC4(CCCCC4)C3)c(=O)[nH]c12 (stereo not drawn) | -13% | 15% | i | -15% | -2% | 10 | 12% | 7 | x
Cc1nc2sc3c(c2c2nnc(SCC(=O)NCc4ccco4)n12)CCCC3 | 5% | -1% | i | -3% | 8% | 2 | 1% | 12 | -2%
Cc1nn(-c2ccccc2)c(C)c1C(=O)OCC(=O)c1c(N)n(CC(C)C)c(=O)n(C)c1=O | -1% | 2% | i | 0% | -1% | 0 | 9% | 9 | 11% | PMK inhibit pilot replicates=0.5;Spn MK inh pilot replicates=0.0;Spn DPM-DC inh pilot screen %=0.0
(continued)
SMILES | HPDE-C7K KRASV12 | HT1080 viability | Spn DPM-DC inh | HPDE-C7 viability | Bfl-1 displacement | Spn MK inh | Alkaline phosphatase | PMK inhibit | LYP inhibition | others
COc1cccc(CSc2nnc(-c3ccc(F)cc3)o2)c1 | -1% | 4% | i | -2% | -2% | 5 | 6% | 9 | -16%
CSc1nc(NCC(C)C)nc(N2CCOCC2)n1 | -2% | 1% | i | 1% | -2% | 4 | 11% | 4 | 7%
C/C(N)=C(/C#N)C(=O)COc1ncnc2ccc(Br)cc12 | x | -4% | i | x | x | 0 | x | 14 | -1%
COc1ccc2[nH]c(=O)c(C(c3nnnn3CC3CCCO3)N3CCc4ccccc4C3)cc2c1 (stereo not drawn) | -1% | 1% | i | 2% | -3% | 5 | 8% | 8 | x
CC(C)C(NC(=O)C1CCCCC1)C(=O)NCc1ccccn1 (stereo not drawn) | 7% | 34% | i | -5% | 0% | 2 | 2% | 15 | 5%
O=C(Cn1nc(-c2ccccc2)nc1-c1ccccc1)N1CCOCC1 | 0% | 2% | i | -6% | -2% | 12 | 7% | 12 | x
O=C(NC1CCN(Cc2ccccc2)CC1)c1ccccc1F | 6% | 5% | i | -5% | -5% | 4 | 0% | 0 | 8%
Cc1oc(-c2ccc(Cl)cc2)nc1CN1CCC(C(=O)NCCCN2CCCC2=O)CC1 | -10% | 1% | i | -14% | -8% | 5 | -7% | 12 | 3%
CC(C)C1CC(O)(C2(O)CCCCC2)ON1 (stereo not drawn) | -11% | 3% | i | -16% | -4% | 8 | 3% | 16 | 7%
CSC1=NC(NCCCO)c2c(sc3c2CC(C)(C)OC3)N1 (stereo not drawn) | 22% | 0% | i | 15% | -2% | 8 | 2% | 7 | 11%
COCC(C)NC(=O)c1cc(-c2ccc(OC)c(OC)c2)on1 (stereo not drawn) | -12% | -3% | i | -3% | 0% | 5 | 4% | 15 | 18%
CC(=O)N(Cc1ccc2c(c1)OCO2)C1CC(=O)N(CCc2ccccc2)C1=O (stereo not drawn) | -8% | 4% | i | -3% | -7% | 0 | 11% | 0 | 1%
CCOCCCNC(=O)CN1CCN(Cc2ccccc2C)C1=O | -7% | -1% | i | -4% | -5% | 9 | 13% | 3 | 3% | PMK inhibit pilot replicates=6.0;Spn MK inh pilot replicates=3.0;Spn DPM-DC inh pilot screen %=1.0
CC(C)(C)c1ccccc1OCC(=O)Nc1ncn[nH]1 | 12% | -1% | i | 10% | 2% | 6 | -39% | 14 | -19%
CCCCn1c(=O)cc(O)c2ccccc21 | -13% | x | i | -16% | 4% | 0 | -4% | 0 | 2%
COc1ccc(NC(=O)C2CCN(S(=O)(=O)c3cccc4cccnc34)CC2)cc1 | -13% | -4% | i | -6% | -3% | 4 | 6% | 12 | 2%
CC1=C(C(N)=O)C(c2ccncc2)n2nc(-c3ccccc3Cl)nc2N1 (stereo not drawn) | -4% | 2% | i | 0% | -8% | 2 | 13% | 11 | -10% | PMK inhibit pilot replicates=0.0;Spn MK inh pilot replicates=0.0;Spn DPM-DC inh pilot screen %=0.5
CCN(CC)c1ccc(NC(=O)c2ccc(Br)o2)c(C)c1 | x | -7% | i | x | 0% | 10 | 8% | 5 | 7%
COc1ccc(-c2noc(CSc3nnc(Cc4ccccc4)n3-c3cccc(C)c3)n2)cc1OC | -4% | -2% | i | -10% | -4% | 4 | 7% | 6 | 15%
Nc1ccc(S(=O)(=O)NC(=O)c2ccccc2)cc1 | -5% | -6% | i | 4% | -5% | 6 | 14% | 3 | 3% | PMK inhibit pilot replicates=3.0;Spn MK inh pilot replicates=1.0;Spn DPM-DC inh pilot screen %=1.5
C=CCn1c(SCC(=O)NCc2ccco2)nnc1-c1ccc2ccccc2n1 | 17% | x | i | 14% | 2% | 14 | 16% | 3 | 4%
CS(=O)(=O)N(CC(=O)N1CCN(c2ccccc2)CC1)C1CCCCC1 | -11% | -5% | i | -6% | -6% | 15 | 6% | 36* | 10%
CC(=Nc1ccc(C)c(C)c1)C1=C(O)CSC1=O | -2% | 1% | i | 6% | -3% | 8 | 10% | 0 | 10%
N#Cc1cnc(SCCc2ccccc2)nc1N | -2% | -4% | i | 1% | -9% | 0 | 14% | 14 | 14% | PMK inhibit pilot replicates=0.5;Spn MK inh pilot replicates=0.5;Spn DPM-DC inh pilot screen %=7.0
CN(C)c1cc(NC(=O)CN2CCOCC2)c2ccccc2n1 | 5% | -1% | x | 14% | 1% | 4 | 16% | 0 | 5% | PMK inhibit pilot replicates=8.0;Spn MK inh pilot replicates=0.0

Arranged by length of the SMILES (lowest first): some entries from above
SMILES | HPDE-C7K KRASV12 | HT1080 viability | Spn DPM-DC inh | HPDE-C7 viability | Bfl-1 displacement | Spn MK inh | Alkaline phosphatase | PMK inhibit | LYP inhibition | others
CC(C)(C)c1ccccc1OCC(=O)Nc1ncn[nH]1 | 12% | -1% | i | 10% | 2% | 6 | -39% | 14 | -19%
C=CCn1c(SCC(=O)NCc2ccco2)nnc1-c1ccc2ccccc2n1 | 17% | x | i | 14% | 2% | 14 | 16% | 3 | 4%
COc1ccc2[nH]c(=O)c(C(c3nnnn3CC3CCCO3)N3CCc4ccccc4C3)cc2c1 (stereo not drawn) | -1% | 1% | i | 2% | -3% | 5 | 8% | 8 | x

The listing continues:
SMILES | HPDE-C7K KRASV12 | HT1080 viability | Spn DPM-DC inh | HPDE-C7 viability | Bfl-1 displacement | Spn MK inh | Alkaline phosphatase | PMK inhibit | LYP inhibition | others
Clc1cccc(Nc2ncnc3c2cnn3-c2ccccc2)c1 | 0% | 2% | i | 7% | 4% | 1 | 1% | 6 | 10%
COc1cccc(NC(=O)c2nnn(CCc3ccccc3)c2N)c1 | 1% | 4% | i | 6% | 1% | 4 | 18% | 0 | 4%
COc1ccc(S(=O)(=O)N2CCCC(C(=O)N3CCOCC3)C2)cc1C (stereo not drawn) | -13% | 3% | i | -7% | -4% | 2 | 13% | 5 | x
COc1ccc(CNC(=O)CN(CC2CCCO2)C(=O)CNS(=O)(=O)c2ccc(C)cc2)cc1 (stereo not drawn) | x | 34% | i | x | -9% | 0 | 7% | 0 | 13%
CCCS(=O)(=O)N1CCN(Cc2ccccc2OCC)CC1 | -8% | -5% | i | -6% | -16% | 0 | -3% | 0 | 7%
CCCc1[nH]nc2c1C(c1ccc(O)cc1OCC)C(C#N)=C(N)O2 (stereo not drawn) | 0% | 2% | i | -7% | -4% | 0 | 45% | 6 | x
Cn1c(=O)cc(SCC(=O)N2CCOCC2)c2ccc(Cl)cc21 | 7% | 2% | i | -4% | 3% | 1 | 18% | 10 | x | PMK inhibit pilot replicates=3.0;Spn MK inh pilot replicates=0.0;Spn DPM-DC inh pilot screen %=0.0
CCCCn1c(C(C)NC(=O)c2cccs2)nc2ccccc21 (stereo not drawn) | 0% | 26% | i | -1% | 7% | 7 | 8% | 0 | 3%

Bioassay records from PubChem.
